IMPase inh: IMPase inhibition in cells. CHO-M1 cells, IP1 accumulation, HTRF TR-FRET ratio. 120,000 tested, under 10 active. P97697. inhibition (IP1 accumulation), % at 46.1 µM; active means well fitted curve in the direction sought with a large enough effect in the signal ratio, not every such curve was filed as active; inconclusive means small, poorly fitted or top-dose-only effect, or a change in a side signal; inactive means no such curve, though single readings can be large or run the other way; the % refers to the signal ratio;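 further: cells stimulated with carbachol in lithium chloride buffer; plate controls were DMSO basal wells for no effect and reference inhibitor wells for full effect; higher means more IMPase inhibition seen as more IP1 and lower FRET ratio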
Target sequence (P97697 whole entry, looked up): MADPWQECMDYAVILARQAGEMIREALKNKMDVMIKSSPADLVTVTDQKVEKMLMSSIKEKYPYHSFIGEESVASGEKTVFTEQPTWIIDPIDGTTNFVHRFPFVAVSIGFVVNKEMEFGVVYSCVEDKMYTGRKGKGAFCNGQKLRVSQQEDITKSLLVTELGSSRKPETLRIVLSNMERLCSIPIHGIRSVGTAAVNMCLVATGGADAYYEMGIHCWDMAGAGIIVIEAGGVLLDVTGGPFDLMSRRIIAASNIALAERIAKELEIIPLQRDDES
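The IP-One HTRF competitive assay in carbachol-stimulated CHO-M1 cells quantifies cellular IP1. Compounds spanned up to 46 uM final, and activity is expressed as AC50 from concentration-response fits of the ratio and donor data.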
ALOX12 inhib: 12-hLO (ALOX12) enzyme inhibition. P18054. purified 12-hLO, xylenol orange hydroperoxide absorbance. Potency, µM (top dose mostly 57.1 µM), for inactives: at the highest dose activity change, negative = inhibition, actives largely listed as inhibitors. 150,000 compounds, 0.12% hits. AID 1452; further: potency means the concentration at half of the fitted maximal effect; nearly all actives have a fitted effect of over 55% in size; many of its hits are not listed in these tables
Target sequence (P18054 whole entry, looked up): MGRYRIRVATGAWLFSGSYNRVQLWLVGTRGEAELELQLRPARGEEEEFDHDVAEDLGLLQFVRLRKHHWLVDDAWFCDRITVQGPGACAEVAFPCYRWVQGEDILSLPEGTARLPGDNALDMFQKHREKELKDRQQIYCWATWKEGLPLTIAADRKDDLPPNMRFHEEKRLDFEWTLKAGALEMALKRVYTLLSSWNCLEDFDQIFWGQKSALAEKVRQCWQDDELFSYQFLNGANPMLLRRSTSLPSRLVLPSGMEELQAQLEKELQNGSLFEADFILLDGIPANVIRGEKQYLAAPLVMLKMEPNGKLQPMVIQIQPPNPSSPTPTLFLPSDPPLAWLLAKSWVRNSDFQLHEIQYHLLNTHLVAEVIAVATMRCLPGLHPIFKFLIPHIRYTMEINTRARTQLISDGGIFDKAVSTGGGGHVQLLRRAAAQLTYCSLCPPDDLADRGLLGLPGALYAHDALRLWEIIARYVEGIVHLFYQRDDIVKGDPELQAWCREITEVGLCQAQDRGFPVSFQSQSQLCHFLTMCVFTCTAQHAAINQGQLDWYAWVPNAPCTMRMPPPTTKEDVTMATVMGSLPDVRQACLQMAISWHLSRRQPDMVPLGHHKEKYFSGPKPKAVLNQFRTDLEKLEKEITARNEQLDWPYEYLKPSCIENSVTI
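Hydroperoxide formation by human 12-lipoxygenase from 40 uM arachidonic acid was followed colorimetrically via ferric-xylenol orange complex, using the 573/405 nm absorbance ratio. Enzyme concentration was 150 nM, with 30 min reaction at room temperature.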
ALOX15B inhib: 15-hLO-2 (ALOX15B) enzyme inhibition. Potency, µM (titrated, usually from 57.1 µM), for the others: at the highest dose activity change, negative = inhibition, usual class: inhibitors. purified 15hLO-2, xylenol orange hydroperoxide absorbance. O15296. 110,000 compounds, 0.56% hits; further: potency means the concentration at half of the fitted maximal effect; nearly all actives have a fitted effect of over 60% in size; many of its hits are not listed in these tables
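Purified human 15hLO-2 (50 nM) preincubated 15 min with compound, then 45 uM arachidonic acid for 90 min at RT in 25 mM Hepes pH 7.5, 0.01% Triton X-100. Hydroperoxide detected by Fe-xylenol orange; 573/405 nm absorbance ratio.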
PNC inhibitor: inhibitors of perinucleolar compartment assembly. PC3M PTB-GFP, PNC prevalence imaging, 16 h; hits give low values. activity change (PNC), negative = inhibition, % at 10 µM. 140,000 compounds, 3.1% hits. AID 2417;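 active means readout at or below -70, meaning at least 70% loss of cells showing the perinucleolar compartment, a nuclear body marking cancer cells; inconclusive means readout between -30 and a set limit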;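 further: plate controls were DMSO wells for no effect and camptothecin positive control wells for full effect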
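PC3M cells stably expressing PTB-GFP, 750–1000 cells/well, treated 16 h at 37 °C with compound (23 nl of library stock), in duplicate. After paraformaldehyde fixation and Hoechst stain, imaged at 20x; PNC prevalence scored by image analysis.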
* hit, by the source's call; ? = inconclusive; · = no result given; [ ] = remark or other dose. Unless noted, the call rests on the fitted dose curve; in most records, active means well fitted curve in the direction sought with a large enough effect; inconclusive means small, poorly fitted or top-dose-only effect, or another doubt; inactive means no such curve, though single readings can be large; an effect the other way counts as inactive or inconclusive. Unless noted, on the % scale 0 is the no-effect control and ±100 the full control effect. An excerpt; rates above refer to the full screens.

SMILES | IMPase inh | ALOX12 inhib | ALOX15B inhib | PNC inhibitor
Cn1c(=O)cc(OCC(=O)NCc2cccnc2)c2ccccc21 | -1 | -2% | -3% | ?
O=c1ccc(/C=C/c2ccccc2)nn1Cc1ccc(Cl)cc1Cl | -5 | 1% | -2% | 34
CCOCCCNC(=O)c1ccc2c(c1)OCO2 | 4 | -2% | -1% | -5
COc1cccc(C(O)c2nc3ccccc3n2C(C)C)c1 (stereo unspecified) | 4 | -2% | 31%[activator] | 13
CCOC(=O)c1c(CN2CCOCC2)n(-c2ccccc2)c2ccc(O)cc12 | 1 | -2% | 4% | -20
O=S(=O)(NCCc1csc(-c2ccccc2)n1)c1ccc2c(c1)OCCO2 | -6 | 2% | -4% | ?
CC(OC(=O)c1cc2sccc2n1C)C(=O)NCC1CCCO1 (stereo unspecified) | 15 | -11% | -2% | ?
CCNS(=O)(=O)c1ccc(OCCNS(C)(=O)=O)cc1 | 8 | 4% | -1% | 49
CC(C)c1nc(SCC(=O)c2ccccc2)c2c(=O)n(C)c(=O)n(C)c2n1 | 3 | -3% | -1% | ?
CCCc1cc(=O)[nH]c(Nc2cc(OC)ccc2OC)n1 | 7 | 0% | -6% | -30
Cn1cnnc1SC(C(=O)Nc1cc(Cl)cc(Cl)c1)c1ccccc1 (stereo unspecified) | -4 | 3% | 16% | -12
Cc1cccc(N2C(=O)C(Cc3ccccc3)NC2=S)c1 (stereo unspecified) | 0 | -6% | · | 16
CN(C)S(=O)(=O)c1cccc(NC(=O)Cn2cnc3ccccc3c2=O)c1 | 3 | 3% | 1% | -19
CCOC(=O)c1sc2nc(NC(=O)C3CC3)sc2c1C | -1 | -9% | -2% | 62
Cc1cc(C)n(-c2nc(SCC(=O)NCC3CCCO3)c3c4c(sc3n2)CCCC4)n1 (stereo unspecified) | 6 | -8% | 7% | 16
Cc1nnc(Sc2nc3c(c(=O)n(C)c(=O)n3C)n2Cc2ccc(Cl)cc2)s1 | · | 6% | · | -6
CCN(CC)c1nc(C)c(C(C)=O)cc1C#N | 1 | 1% | -6% | 7
CCC1(C)Cc2c(sc3c2c(=O)n(-c2ccccc2)c(=O)n3C)CO1 (stereo unspecified) | 7 | -4% | 5% | -13
O=C(Nc1scc(-c2ccccc2)c1C(=O)O)c1ccco1 | -4 | 5% | -10% | 37
O=c1[nH]c(-c2ccccc2)c(-c2ccccc2)[nH]1 | -6 | -6% | -8% | 29
c1ccc(CSc2nnc(-c3sccc3-n3cccc3)o2)cc1 | -5 | 3% | -14% | 60
Cc1ccc(-c2c(=O)n(OCc3ccccn3)c3ccccc3[n+]2[O-])cc1 | 0 | -12% | -14% | ?
N#Cc1nc(COc2ccccc2)oc1N1CCN(c2cccc(Cl)c2)CC1 | 9 | -2% | 6%[2.29 µM] | ?
Cc1ccc(C(=O)CCC(=O)O)cc1 | 5 | 6% | 0% | 20
O=C(NCc1ccco1)c1scc2c1OCCO2 | -2 | 1% | 0% | -24
Other entries.
SMILES | IMPase inh | ALOX12 inhib | ALOX15B inhib | PNC inhibitor
O=C(CSc1nnc(-c2cccnc2)o1)OC1CCCCC1 | 1 | 2% | -3% | -27
Cc1nc(C)c(C(=O)N(c2ccc(C)c(C)c2)C(C(=O)NCc2ccco2)c2ccccc2)s1 (stereo unspecified) | 8[1.84 µM] | -1% | -19%[11.4 µM] | -2
COc1ccccc1/C=N/N(C(C)=O)c1nc(-c2ccc(F)cc2)cs1 | 5 | -3% | 19% | 9
COc1cc(C(=O)N/N=C/c2sc(=O)n(-c3ccccc3)c2Cl)cc(OC)c1OC | · | -2% | · | 2
COC(=O)c1ccc(COc2nc(C)cc(C)c2C#N)o1 | 4 | 3% | -1% | ?
COCC(=O)Nc1c(I)c(C(=O)NC[C@@H](O)CO)c(I)c(C(=O)N(C)C[C@@H](O)CO)c1I | -1[20.6 µM] | -3%[25.6 µM] | 14%[25.6 µM] | ·
COc1ccc(C(=O)O)cc1S(=O)(=O)Nc1cccc(C(F)(F)F)c1 | -4 | -2% | -1% | 42
O=c1c2ccsc2ncn1Cc1cccc(C(F)(F)F)c1 | 1 | 5% | 9% | 16
Nc1ccn([C@H]2CC[C@@H](CO)O2)c(=O)n1 | 6 | -1%[0.00818 µM] | -4%[0.0915 µM] | ·
COC(=O)c1sc2nc3c(c(-c4cccs4)c2c1N)CCCC3 | · | -5% | · | 31
CCS(=O)(=O)NC(C)C(c1cccs1)N1CCN(c2ccc(F)cc2)CC1 (stereo unspecified) | -3 | 0% | 1% | ?
COC(=O)c1cc2sc(Cl)cc2n1CC(=O)NCCC(C)C | 10 | 12% | 4% | ?
O=C(O)c1cc(CN2CCOCC2)oc1-c1ccccc1 | 9 | -3% | 0% | 18
Cc1cc(-c2ccco2)c(C#N)c2nc3ccccc3n12 | -8 | -1% | -21% | 41
O=C(NC1CCCC1)c1ccc(CNc2c(N3CCOCC3)c(=O)c2=O)cc1 | 4 | 9% | 0% | -8
Cc1cc(C)n(CC(=O)N/N=C/c2cccs2)n1 | · | -1% | · | 4
CC(C)n1c(Sc2nccn2C)nc2c1c(=O)n(C)c(=O)n2C | 1 | -6% | 1% | -6
Cc1cc(N2CCCC2)ccc1/C=N/n1cnnc1 | 11 | 1% | 4% | 10
CCCc1nc(SCc2ccc(Cl)cc2Cl)n[nH]1 | 1 | -1% | 6% | 1
CC1CCN(CC(=O)N2CC(=O)Nc3ccccc32)CC1 | -11 | 0% | · | -1
FC(F)(F)C(Cl)Br (stereo unspecified) | · | 2% | -4% | ·
COc1ccc(C)cc1NC(=O)CC(O)(C(F)(F)F)C(F)(F)F | 3 | 10% | 4% | 14
COCC(=O)N1CCC[C@@]2(CCN(c3ccncc3)C2)C1 | · | 1% | 0% | ·
COc1ccc(CCNc2nc(=O)[nH]nc2C)cc1OC | 1 | -4% | 1% | 35
CCC(Sc1nc2sc(C(=O)OC)c(C)c2c(=O)n1N)C(=O)N(CC)CC (stereo unspecified) | -10 | 5% | -4% | 26

Random excerpt: 2 entries already listed.
SMILES | IMPase inh | ALOX12 inhib | ALOX15B inhib | PNC inhibitor
COC(=O)c1cc2sc(Cl)cc2n1CC(=O)NCCC(C)C | 10 | 12% | 4% | ?
COc1ccc(C(=O)O)cc1S(=O)(=O)Nc1cccc(C(F)(F)F)c1 | -4 | -2% | -1% | 42

Remaining list, next part.
SMILES | IMPase inh | ALOX12 inhib | ALOX15B inhib | PNC inhibitor
O=C(c1cccc(F)c1)N1CCC2(CC1)CN(Cc1ccccc1)C2 | · | 6% | 25% | ·
O=C(Nc1ccc(F)cc1)c1nc[nH]c1C(=O)Nc1ccccc1[N+](=O)[O-] | -2 | -6% | · | -4
O=c1oc(Nc2ccccc2F)nc2ccccc12 | -6 | -6% | 5% | -10
CCOC(=O)c1c(NC(=O)Cc2cccs2)sc(C(=O)N2CCCCC2)c1C | 5 | -13% | -7% | 22
C/C(=C1\SC(N2CCOCC2)=NC1=O)c1ccc(C)cc1 | 3 | 0% | 5% | -11
CC(C)OC(=O)c1cc(-c2ccc(C=O)o2)ccc1Cl | · | -4% | · | ?
c1ccc2c(c1)CCN(c1nc(CN3CCOCC3)nc3sc4c(c13)CCCC4)C2 | · | -3% | · | 3
O=C(CCN1CCc2ccccc2C(c2ccccc2)C1)c1ccc2c(c1)OCCO2 (stereo unspecified) | 7 | -22% | 28% | 63
CCc1[nH]nc2c1C1(CCOC1C)C(C#N)=C(N)O2 (stereo unspecified) | -11 | 4% | 9% | 26
CN(C(=O)C1CCOC1)c1nnc(-c2ccccn2)s1 (stereo unspecified) | 2 | -5% | -6% | -6
CCOC(=O)c1c(CN2CCCCC2)n(C)c2ccc(OC)c(S(=O)(=O)c3ccccc3)c12 | 2 | -5% | 21% | 19
Cn1cccc1C(=O)N1CCC2(CCCN(c3ncccn3)C2)CC1 | · | -5% | -9% | ·
COc1ccc(NC(=O)c2cccc(NC(=O)C(C)C)c2)c([N+](=O)[O-])c1 | -7 | -6% | · | -10
CCOc1ccc(Cl)cc1S(=O)(=O)N1CCN(c2ccc(C)c(C)c2)CC1 | -1 | 2% | 3% | 11
C=Cn1c(N2CCOCC2)nc2c1c(=O)[nH]c(=O)n2C | 3 | -5% | -3%[2.29 µM] | ?
CCCN1CCN(c2nc3c([nH]2)c(=N)ncn3CC(O)CO)CC1 (stereo unspecified) | 5 | -6% | 7% | 32
Cc1nn(-c2ccccc2)c(N)c1N=Nc1ccc(Cl)cc1 | 15 | ? | · | -93*
CCCCCC(=O)Nc1ccc2oc(-c3cncc(Br)c3)nc2c1 | -3 | 1% | -9% | 39
C=CCn1c(COc2ccccc2)nnc1SCC(=O)C(C)(C)C | 1 | 4% | 4% | 13
O=[N+]([O-])c1nn(-c2ccc3c(c2)OCCO3)n(O)c1=NC1CCCCC1 | 5 | -3% | -7% | 8
Clc1ccc(-c2nnc3sc(Cc4cccs4)nn23)cc1 | 0 | -6% | -14% | -9
COc1ccc(/C=N/NC(=O)c2cccc([N+](=O)[O-])c2)cc1OC(=O)c1ccc(C)cc1 | 11 | 0% | -11% | 64
O=C(Nc1cnn(C23CC4CC(CC(C4)C2)C3)c1)c1cc(-c2ccccc2)on1 | 9 | 6% | 2% | 39
O=[N+]([O-])c1ccccc1C1Nc2cccc3cccc(c23)N1 | 10 | -3% | ? | ?
O=C(CN(c1ccccc1)S(=O)(=O)c1ccccc1)N/N=C/c1ccco1 | 16 | -2% | · | 13
Next part:
SMILES | IMPase inh | ALOX12 inhib | ALOX15B inhib | PNC inhibitor
O=S(=O)(c1ccc(Cl)cc1)N1CCC(O)(c2cccnc2)CC1 | 1 | -5% | 8% | 93
COCCNC(=O)C(c1ccc(F)cc1)N(CC1CCCO1)C(=O)CCC(=O)Nc1ccccn1 (stereo unspecified) | -2 | -2% | 9% | -11
COc1ccc(C2CC(=O)c3sc(N)nc3C2)cc1 (stereo unspecified) | -3 | -2% | -5% | 44
O=C(CCCc1ccc(-c2ccccc2F)cc1)Nc1ccc(O)cc1 | · | -2% | 11% | ·
CCOC(=O)CSc1nc2c(sc(=S)n2-c2ccccc2OC)c(=O)n1Cc1ccco1 | 12 | -13% | -30% | -15
CC1=C(C(=O)Nc2nc3ccccc3s2)C(c2ccco2)C(C#N)=C(SCC(=O)NC2CCCCC2)N1 (stereo unspecified) | · | 3% | · | 12
Cn1cc(S(=O)(=O)N2CCN(c3ccccc3F)CC2)c(=O)n(C)c1=O | 1 | 7% | 1% | ?
O=C(c1ccc2c(c1)OCO2)N1CCCN(C(=O)c2ccc3c(c2)OCO3)CC1 | 2 | 5% | 4% | 2
CCOC(=O)C1=C(CC)NC2=C(C(=O)CCC2)C1c1ccc(OC)c(OC)c1 (stereo unspecified) | -2 | 10% | -6% | ?
O=c1cc(-c2ccc([N+](=O)[O-])cc2)nc2cc(-c3ccc(F)cc3)[nH]n12 | · | -7% | · | ?
Cn1nc(C(=O)N2CCc3ccccc3C2)c2ccccc2c1=O | 4 | 1% | -3% | -9
Cc1cc(C)cc(C(=O)OCC(=O)NCc2cccs2)c1 | · | 2% | · | 30
O=C(O)C1NCCc2ccccc21 (stereo unspecified) | 3 | 11% | 2% | ?
O=C(NCc1cccs1)C1CCCN1S(=O)(=O)c1ccccc1F (stereo unspecified) | 7 | -1% | -1% | 47

Gathered by group: the entries above containing a COOH group (5)
SMILES | IMPase inh | ALOX12 inhib | ALOX15B inhib | PNC inhibitor
O=C(Nc1scc(-c2ccccc2)c1C(=O)O)c1ccco1 | -4 | 5% | -10% | 37
Cc1ccc(C(=O)CCC(=O)O)cc1 | 5 | 6% | 0% | 20
COc1ccc(C(=O)O)cc1S(=O)(=O)Nc1cccc(C(F)(F)F)c1 | -4 | -2% | -1% | 42
O=C(O)c1cc(CN2CCOCC2)oc1-c1ccccc1 | 9 | -3% | 0% | 18
O=C(O)C1NCCc2ccccc21 (stereo unspecified) | 3 | 11% | 2% | ?
